# Screening results: PubChem, National Center for Advancing Translational Sciences (NCATS)
# N370S GC = qHTS Assay for Inhibitors and Activators of N370S glucocerebrosidase as a Potential Chaperone Treatment of Gaucher Disease; AID 2101, 2009; 330,000 tested, 0.092% active; Lysosomal acid glucosylceramidase (Homo sapiens), P04062; N370S GC spleen homogenate, 4MU-glucoside fluorescence; Potency, µM (doses to about 59.4 µM), without a hit: top-dose activity change, negative = inhibition, actives largely listed as inhibitors;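 note: 0% = full enzyme activity and -100% = no enzyme basal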
# TDP1 cell noCPT = qHTS for Inhibitors of human tyrosyl-DNA phosphodiesterase 1 (TDP1): qHTS in cells in absence of CPT; DT40 Tdp1-/- hTDP1 cells, no CPT, ATP luminescence, 48 h; Potency, µM (doses to about 46.2 µM), inactives show at the highest dose activity change, negative = growth inhibition, actives largely listed as inhibitors; 420,000 tested, 15% active; AID 686978, 2013; note: nearly all actives have a fitted effect of over 55% in size
#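 Stably hTDP1-transfected Tdp1-null chicken DT40 cells were treated with library compounds minus camptothecin and grown for at least 48 hr at 37 °C, after which cellular ATP was quantified by luminescence.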
# TDP1 block = qHTS Assay for Inhibitors of Tyrosyl-DNA Phosphodiesterase (TDP1); Potency, µM (titrated, usually from 130 µM), for the others: at the top dose activity change, negative = inhibition, hits mostly inhibitors; 350,000 tested, 0.28% active; recombinant TDP1, AlphaScreen DNA substrate cleavage; Tyrosyl-DNA phosphodiesterase 1 (Homo sapiens), Q9NUW8; note: nearly all actives have a fitted effect of over 40% in size
# Target sequence (Q9NUW8 whole entry, looked up): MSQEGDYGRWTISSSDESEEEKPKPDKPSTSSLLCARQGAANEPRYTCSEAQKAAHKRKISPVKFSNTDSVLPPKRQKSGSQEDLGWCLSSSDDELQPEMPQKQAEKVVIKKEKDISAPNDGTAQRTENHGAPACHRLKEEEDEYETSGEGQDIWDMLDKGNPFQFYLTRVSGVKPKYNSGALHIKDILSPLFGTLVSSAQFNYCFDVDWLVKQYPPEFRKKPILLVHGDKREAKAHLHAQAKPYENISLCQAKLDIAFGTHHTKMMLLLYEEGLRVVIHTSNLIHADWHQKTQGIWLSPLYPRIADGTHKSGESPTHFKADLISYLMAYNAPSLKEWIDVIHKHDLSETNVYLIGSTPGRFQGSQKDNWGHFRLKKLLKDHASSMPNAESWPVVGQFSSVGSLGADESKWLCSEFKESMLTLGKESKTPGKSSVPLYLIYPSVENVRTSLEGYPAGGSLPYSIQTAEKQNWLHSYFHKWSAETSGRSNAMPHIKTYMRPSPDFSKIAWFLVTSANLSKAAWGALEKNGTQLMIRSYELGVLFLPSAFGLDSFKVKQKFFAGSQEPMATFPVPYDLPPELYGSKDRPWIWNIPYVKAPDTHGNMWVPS
#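 Tdp1 1 nM final; 15 min RT w/ cpd; substrate 15 nM, 5 min; beads 10 ug/ml, 10 min; AlphaScreen read. Neg ctrl: no enzyme.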
# * = called active by the depositor; ? = inconclusive; . = no result given; & = joins results of further samples; [ ] = dose if it differs, or a comment. Calls come from the whole dose curve; as a rule, active = well fitted curve in the direction sought with a large enough effect; inconclusive = small, poorly fitted or top-dose-only effect, or another doubt; inactive = no such curve, though single readings can be large; an effect the other way counts as inactive or inconclusive. Unless noted, % is set by controls: 0 for no effect and ±100 for the full control effect; potency is the fitted concentration of half-maximal effect.
SMILES,N370S GC,TDP1 cell noCPT,TDP1 block
Cc1nc(N2CCCC2)ncc1C(=O)NCc1ccc(Cl)cc1,.,?,-1%
CCOC(=O)C1CCN(C(=O)COC(=O)c2nn(C)c(=O)c3ccccc23)CC1,1%,8%,0%
CCC(C)NC(=S)Nc1ccc(F)cc1 (stereo not drawn),-15%,-22%,.
CCc1nc(SCC(=O)N2CCC(C)CC2)c2c(=O)n(C)c(=O)n(C)c2n1,5%,26µM*,0%
CN1C(=S)SC(C)(NO)C1(C)C (stereo not drawn),-3%,0%,.
COc1ccc(S(=O)(=O)N2CCCN(CCC(=O)Nc3cccc(C(F)(F)F)c3)CC2)cc1,-27%,-17%,4%
Cc1ccc(C(=O)N2C(=S)C(c3ccc(F)cc3)=NC23CCN(C)CC3)cc1,0%,4.6µM*,5%
O=S(=O)(Nc1ccncc1)c1ccc(Cl)cc1,-7%,-4%,1%
O=C(Cn1ccc2cc(S(=O)(=O)N3CCCCC3)ccc21)NCc1ccccc1Cl,.,21µM*,8%
CN1CC(=O)N(CC(=O)Nc2ccc(OCc3ccccc3)cc2)C1=O,.,?,0%
CCCCCCCCCCn1c2c(c(=N)c3c1CCC3)CCC2,1%,0.029µM*,5%
O=c1c(O[C@H]2O[C@@H](CO)[C@H](O)[C@@H](O)[C@@H]2O)c(-c2ccc(O)cc2)oc2cc(O)cc(O)c12,.,-5%,-14%
CC(C)N(C(=O)[C@H]1CC(CC(=O)NC(C)(C)C)C(=O)N2CCc3c([nH]c4ccccc34)[C@]12C)C(C)C (stereo partly drawn),.,?,2%
CS(=O)(=O)N1CCC(C(=O)NCc2ccc(Cl)cc2)CC1,-12%,20%,-1%
CCCS(=O)(=O)N1CCC(C(=O)NCc2ccc3c(c2)OCO3)CC1,0%,5%,-2%
O=C(NCc1ccccc1)NC1COc2ccccc2C1 (stereo not drawn),.,-5%,-3%
CNC(=O)CC1C(=O)N(C)C(=S)N1NC(=O)c1ccc(Cl)cc1 (stereo not drawn),4%,-9%,-2%
COCCCNC(=O)c1ccc2c(c1)ncn2-c1ccccc1OC,3%,?,8%
COc1ccc(/C(C)=N/NC(=O)c2ccncc2)cc1,0%,11%,.
CCn1cc(S(=O)(=O)c2ccc(C)cc2)[nH]c1=O,4%,19%,2%
Oc1c(/C=C/C=C/C=Nc2ccccc2)sc(=S)n1Cc1ccccc1,-8%,21µM*,.
O=C(NCCc1ccc(Cl)cc1)c1ccc(CS(=O)Cc2ccc(Cl)cc2)o1 (stereo not drawn),-20%,-19%,0%
Cc1ccc(N/C(N)=N/c2nc(C)cc(C)n2)cc1,3%,21µM*,3%
Cc1ccc(C)c(OCC(=O)Nc2ccccc2N2CCCC2)c1,?,?,7%
COc1ccccc1NC(=O)CCN1CCN(CCC(=O)Nc2ccccc2OC)CC1,-4%,.,4%
COc1ccc(-n2nnnc2/C=C\Nc2ccccc2C(=O)c2ccccc2)cc1,7%,5.8µM*,-4%
CCn1ccnc1C(O)c1cccc(OC)c1OC (stereo not drawn),-1%,4%,4%
O=C(/C=C/c1ccc(-c2ccccc2)cc1)NCc1cccnc1,-12%,-22%,.
COc1ccc(CNCc2cccc(Cl)c2)cc1,-6%,-25%,-1%
C=CCN(C(=O)CNC(=O)c1ccco1)C(C(=O)NC1CCCCC1)c1ccc(F)cc1 (stereo not drawn),2%,-26%,4%
Cc1ccc(-c2nnc(Nc3ccc(CC(N)=O)cc3)c3ccccc23)cc1,1%,3%,2%
CCCCNC(=O)CCCn1c(=O)c2ccccc2n(CC(=O)NCCC2=CCCCC2)c1=O,-3%,?,0%
CCOc1ccc(Br)cc1C1=CC(=O)C[C@H](c2ccc(OC)cc2)C1,.,2.9µM*,0%
CCCCN1CCNC1=S,-8%,-4%,-1%
CC(C)Sc1nc2c(c(=O)[nH]c(=O)n2C)n1C,-26%,-15%,7%
COC(=O)c1ccc(COc2cccc3c2OC(C)(C)C3)cc1,-10%,-28%,7%
CCc1nc2c(cnn2-c2ccc(Cl)cc2)c(=O)n1-c1ccc(OC)c(Cl)c1,.,?,5%
CCCn1c(=N)n(CC(O)c2ccco2)c2ccccc21 (stereo not drawn),-6%,?,2%
N/C(=N\OS(=O)(=O)c1ccc(Cl)cc1)c1ccncc1,6%,-8%,7%
CCC1Oc2ccc(C)cc2N(CC(=O)N(Cc2cccnc2)Cc2cccc(F)c2)C1=O (stereo not drawn),0%,?,0%[56.1 µM]

# Taken from the results shown for reference:
SMILES,N370S GC,TDP1 cell noCPT,TDP1 block
CCc1nc2c(cnn2-c2ccc(Cl)cc2)c(=O)n1-c1ccc(OC)c(Cl)c1,.,?,5%
CCCn1c(=N)n(CC(O)c2ccco2)c2ccccc21 (stereo not drawn),-6%,?,2%
N/C(=N\OS(=O)(=O)c1ccc(Cl)cc1)c1ccncc1,6%,-8%,7%
CCC1Oc2ccc(C)cc2N(CC(=O)N(Cc2cccnc2)Cc2cccc(F)c2)C1=O (stereo not drawn),0%,?,0%[56.1 µM]

# The results go on:
SMILES,N370S GC,TDP1 cell noCPT,TDP1 block
CCn1ccnc1CN1CCCCC1C(=O)Nc1ccc(Oc2cccnc2)cc1 (stereo not drawn),-14%,?,4%[56.1 µM]
CCCOc1ccccc1/C=C1\SC(N)=NC1=O,-4%,0%,6%
COC(=O)c1cc(OC)c(=O)c2c(OC)c(OC)ccc2c1,-14%,-3%,-8%[56.1 µM]
COc1cccc(CNC(=O)CCC2CCCN(c3cc(C)nc(N(C)C)n3)C2)c1 (stereo not drawn),-3%,?,5%
COc1cc(CNC(=O)c2cnc3c(-c4cccc(C)c4)c(C)nn3c2C)cc(OC)c1OC,.,16µM*,5%
O=C(O)c1cccc(Nc2nc3ccccc3nc2NS(=O)(=O)c2ccc(F)cc2)c1,.,6%,2%
Cc1cccc(C)c1NC(=O)CNC(=O)c1ccc(S(=O)(=O)NCc2ccco2)cc1,.,2%,-5%
COc1ccc(CCN2C(=O)CS/C2=N/NC(=O)c2ccccc2F)cc1OC,5%,?,1%
COc1ccc(OC)c(NC(=O)CSc2nc(-c3ccccc3C)nc3cc(=O)[nH]n23)c1,.,?,5%
CCOc1ccc(NC(=O)NC(C)c2c(-n3cccc3)sc3c2CCN(CC)C3)cc1 (stereo not drawn),.,18µM*,1%
Cc1ccc(-c2onc(C)c2C)cc1S(=O)(=O)N1CCOc2ccccc21,-6%,21µM*,9%
CCOc1ccccc1Nc1sc(C(=O)c2ccccc2)c(N)c1C(=O)NCCc1ccccc1,.,?,7%
CC(Sc1nc2cc([N+](=O)[O-])ccc2n1-c1ccc(F)cc1)C(=O)NCc1ccc2c(c1)OCO2 (stereo not drawn),6%,15µM*,-1%
COc1ccc(C(=O)OCCc2sc[n+](CC(=O)c3ccccc3)c2C)cc1,-11%,?,6%
CCC(C)C(NC(=O)C1CCC(=O)N1C(=O)OCc1ccccc1)C(=O)NC(Cc1ccccc1)C(N)=O (stereo not drawn),-1%,9%,1%
O=[N+]([O-])c1cccc(OCC(O)CN2CCN(S(=O)(=O)c3cc(Cl)ccc3Cl)CC2)c1 (stereo not drawn),-2%,?,6%
CSCCC(C(=O)N1CC2(C)CC1CC(C)(C)C2)N1C(=O)c2ccccc2C1=O (stereo not drawn),6%,?,3%
COc1ccc(NC(=O)COC(=O)CCc2cc(OC)c(OC)c(OC)c2)c([N+](=O)[O-])c1,-1%,10%,5%
CC(=O)c1ccc(C(=O)N2CCCC(CNC(=O)c3ccccc3Cl)C2)cc1 (stereo not drawn),0%,-17%,4%[56.1 µM]
CC(C)OCCCn1c(=O)c2ccccc2n2c(-c3cc(Cl)ccc3O)nnc12,.,18µM*,9%
CC(=O)Nc1c(I)cc(I)c(C(=O)O)c1I,2%,-11%,12%[56.1 µM]
CCN1CCN(c2oc(-c3ccco3)nc2C#N)CC1,5%,0%,-1%
COc1ccc(-c2[nH]ncc2/C=N\NS(=O)(=O)c2ccc(Cl)cc2)cc1,4%,-26%,-4%
COc1cc(C=O)ccc1OCC(=O)N1CCOCC1,3%,-10%,5%
CC(C)(Cc1ccccc1)NC(=O)C(=O)c1cn(CC(=O)N2CCOCC2)c2ccccc12,-9%,-23%,6%
COC(=O)c1cccc(NC(=O)c2cc3ccccc3o2)c1,6%,?,.
Cc1c(N(C)C(=O)c2ccccc2F)c(=O)n(-c2ccccc2)n1C,5%,21%,1%
O=C(CCCOc1ccccc1)Nc1nncs1,1%,11%,2%
CS(=O)(=O)N(CC(=O)Nc1ccccc1C(=O)NCc1ccccc1)c1ccc2c(c1)OCCO2,3%,?,7%
CCN(CC)CCSc1nnc2c3cc(F)ccc3n(C)c2n1,.,?,-1%
CCN(CC)CCCNC(=O)Cn1nc(-c2ccccc2)ccc1=O,13%,-9%,3%
CCOc1ccc(N(C(=O)CNC(=O)c2ccco2)C(C(=O)NC2CCCC2)c2ccco2)cc1 (stereo not drawn),-10%,-10%,10%
O=C(CCn1nc(-c2ccccc2)c2ccccc2c1=O)Nc1cccnc1,-8%,?,1%
Cc1ccccc1NC(=O)Cc1nc(COC(=O)CCOc2ccccc2)cs1,-2%,10%,1%
CCCOc1ccc(NC(=O)c2cc3cc(C)ccc3[nH]2)cc1,-3%,0%,2%
COCC(=O)Nc1cc(Cl)ccc1C,1%,3%,-5%
O=C(COC(=O)c1cc(S(=O)(=O)NCc2ccccc2)ccc1O)c1cc2ccccc2o1,-2%,-19%,-9%
CCc1ccccc1Nc1nn2c(=O)c3ccc(C(=O)NCCc4ccccc4)cc3nc2s1,.,23µM*,0%
C=CCNC(=O)Nc1ccc2nc(C)sc2c1,1%,?,3%
Cn1cc(S(=O)(=O)N2CCCC(C(=O)O)C2)cn1 (stereo not drawn),-3%,-2%,-5%

# Shown with two lines to a compound: entries from further up.
# Under each structure – N370S GC	TDP1 cell noCPT	TDP1 block
COc1cc(C=O)ccc1OCC(=O)N1CCOCC1
  3%	-10%	5%
CCN(CC)CCCNC(=O)Cn1nc(-c2ccccc2)ccc1=O
  13%	-9%	3%
CCCOc1ccc(NC(=O)c2cc3cc(C)ccc3[nH]2)cc1
  -3%	0%	2%

# (next part)
SMILES,N370S GC,TDP1 cell noCPT,TDP1 block
CCCCn1ccnc1C(=O)c1ccc(S(=O)(=O)N2CCCC2)cc1,-11%,?,-1%
COc1ccc(C)cc1-n1cnc2cc(C(=O)NC3CCCCCC3)ccc21,.,?,8%
O=C1/C(=C\c2cc([N+](=O)[O-])ccc2O)SC(=S)N1Cc1ccc(Cl)cc1,-5%,3.7µM*,.
O=C(Nc1ccc(Cl)cc1)c1ccc(Br)cc1F,4%,?,-3%
NC(=O)c1nsc(C(=O)N(CC(=O)NCc2ccccc2)c2ccc(F)cc2)c1N,4%,-24%,9%
COc1ccc2nc(SCC(=O)/C(C#N)=C(\C)N)[nH]c2c1,-8%,-7%,3%
COc1ccc2oc(=O)c(C(=O)NCc3ccccn3)cc2c1,7%,-20%,-9%
Cc1ccc(C)c(N(CC(=O)NCCSCc2ccco2)S(C)(=O)=O)c1,-23%,?,2%
CN(C)CCOC(c1ccc(Cl)cc1)c1ccccn1 (stereo not drawn),-2%&-2%,?,2%
CS(=O)(=O)N(CC(=O)NCC1CCCO1)Cc1ccc(Cl)cc1 (stereo not drawn),-14%,-15%,4%
Cc1ccc(NC(=O)c2cc3c(=O)n(Cc4cccnc4)ccc3nc2C)cc1F,.,-19%,3%
O=C(COc1ccccc1)N1CCc2ccccc2C1,6%,-23%,0%
COC(=O)Nc1nnc(/C=C/c2ccccc2)s1,?,-15%,4%
O=C(CSc1nc2cc(Cl)ccc2s1)NC1CCCc2ccccc21 (stereo not drawn),13%,?,3%
Clc1ccccc1-c1cncnc1NCCN1CCOCC1,-27%,3.7µM*,.
Nc1nc(N2CCN(C(=O)c3ccco3)CC2)nc2ccccc12,25%,-19%,-4%[56.1 µM]
CCOc1ccccc1NC(=O)Cc1noc2ccc(C)cc12,.,?,4%
O=C(O)CCn1c(=O)[nH]c2ccccc2c1=O,29%,2%,-6%
CCN(CC)S(=O)(=O)c1ccc(/C=C/C(=O)Nc2ccc(F)cc2F)cc1,5%,13µM*,3%
O=C(Nc1ccccc1C(=O)NC1CC1)c1ccccc1,.,15%,0%
COC(=O)Cc1ccc(NC(=S)N2CCN(c3cccc(O)c3)CC2)cc1,19%,13µM*,-1%
O=c1cc(/N=C/c2coc3cc(Br)ccc3c2=O)[nH]c(=S)[nH]1,14%,?,5%

# Complete entries from above. Order of screens: N370S GC	TDP1 cell noCPT	TDP1 block
# O=C1/C(=C\c2cc([N+](=O)[O-])ccc2O)SC(=S)N1Cc1ccc(Cl)cc1 in the list: -5%	3.7µM*	.
# CCOc1ccccc1NC(=O)Cc1noc2ccc(C)cc12 in the list: .	?	4%

# These rows are one share of the data; rates above refer to the full screens.
